Compound activity as filed in PubChem.
Giardia killer: kills Giardia lamblia; Giardia lamblia trophozoite viability; activity change, % at 7.66 µM, hits read low; actives 0.15% (n = 340,000); AID 540267; in the data active = activity change below about -80%; inconclusive = between about -30% and that limit;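 also: parasites exposed to compound for two days anaerobically before the ATP read; % is scaled to controls: 0 for no effect and ±100 for the full control effect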
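Killing of trophozoites was scored by loss of ATP luminescence after a 48 hrs anaerobic exposure to compounds at 37 deg C, using 100 cells per well.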
S-ASM inh: blocks human secretory acid sphingomyelinase; P17405; placental ASM, HMU-PC fluorogenic substrate, 60 min; Potency, µM (doses to about 57.5 µM), inactives show at the highest dose activity change, negative = inhibition, most hits filed as inhibitors; actives 0.006% (n = 340,000); AID 504937; also: potency is read from the fitted curve at half-maximal effect
Target sequence (P17405 47-631 limits assumed): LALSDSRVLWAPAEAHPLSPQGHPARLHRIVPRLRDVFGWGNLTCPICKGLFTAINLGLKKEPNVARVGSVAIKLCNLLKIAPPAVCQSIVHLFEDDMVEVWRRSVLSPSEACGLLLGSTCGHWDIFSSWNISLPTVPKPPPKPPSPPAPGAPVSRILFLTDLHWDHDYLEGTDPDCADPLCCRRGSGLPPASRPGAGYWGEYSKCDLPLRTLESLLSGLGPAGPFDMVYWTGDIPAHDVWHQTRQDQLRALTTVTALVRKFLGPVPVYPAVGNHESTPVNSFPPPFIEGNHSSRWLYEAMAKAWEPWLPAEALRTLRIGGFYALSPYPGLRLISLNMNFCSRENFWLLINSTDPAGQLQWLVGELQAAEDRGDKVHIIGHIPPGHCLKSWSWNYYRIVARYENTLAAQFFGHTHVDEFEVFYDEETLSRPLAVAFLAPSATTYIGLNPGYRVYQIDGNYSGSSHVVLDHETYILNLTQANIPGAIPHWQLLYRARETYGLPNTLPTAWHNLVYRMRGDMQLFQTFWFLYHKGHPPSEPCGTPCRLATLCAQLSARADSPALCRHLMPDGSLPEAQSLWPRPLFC
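Human placenta-derived ASM preincubated with compound 10 min at room temperature, then reacted with 9 uM (final) fluorogenic HMU-PC substrate for 60 min at 37 C. Stop solution raises pH to 10; fluorescence read at Ex 386/Em 447 nm.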
PTAP TSG101 blk: blocks PTAP/TSG101 interaction to inhibit HIV-1 budding; Q99816; Fluorescence polarization, FITC-PTAP peptide / Tsg101 binding; Potency, µM (highest dose often 115 µM), for inactives: at the highest dose activity change, negative = inhibition, actives largely listed as inhibitors; 340,000 tested, under 10 active; AID 493005; active = well fitted inhibition curve with a large enough effect in the main read-out, with a control signal flat, not every such curve was filed as active; inconclusive = small, poorly fitted or top-dose-only effect, or effect the other way, or a change in a side signal; inactive = no such curve, though single readings can be large or run the other way; also: potency is read from the fitted curve at half-maximal effect; % of control where 0% means no effect
Target sequence (Q99816 whole entry, looked up): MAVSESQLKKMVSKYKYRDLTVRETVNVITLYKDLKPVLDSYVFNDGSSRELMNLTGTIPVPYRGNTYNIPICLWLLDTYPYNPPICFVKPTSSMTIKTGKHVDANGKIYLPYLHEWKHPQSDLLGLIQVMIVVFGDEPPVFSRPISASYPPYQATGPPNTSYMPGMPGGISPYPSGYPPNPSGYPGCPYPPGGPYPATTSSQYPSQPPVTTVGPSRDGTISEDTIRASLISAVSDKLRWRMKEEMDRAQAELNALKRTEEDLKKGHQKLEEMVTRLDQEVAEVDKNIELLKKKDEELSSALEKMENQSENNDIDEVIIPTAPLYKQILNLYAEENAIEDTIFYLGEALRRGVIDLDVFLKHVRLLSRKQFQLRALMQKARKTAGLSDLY
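FP read-out: FITC-PTAP peptide, 50 nM final, binding Tsg101 binding domain, 10 uM final; 20 min, r.t.; 10 mM HEPES pH 7.5, 0.15 M NaCl, 0.01% Tween 20, 3 mM EDTA, 0.1 mM TCEP.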
a7 integrin act: integrin-mediated muscular dystrophy alleviation activation; alpha7betagal myoblasts, beta-gal FDG fluorescence, 48 h; Potency, µM (doses to about 38.3 µM), for the others: at the highest dose activation, hits mostly activators; actives 0.064% (n = 350,000); AID 624291;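 also: potency is read from the fitted curve at half-maximal effect; 100% = response of the positive control SU9516; nearly all actives have a fitted effect of over 60% in size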
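Alpha7betagal+/- myoblasts (passage 13) were plated 16-24 hr, then exposed to compounds (1:260 dilution of DMSO stock) for 48 hours at 37C. After MPER lysis, β-galactosidase reporter activity was read as FDG fluorescence (ex 480/em 540) after 30 minutes.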
Numbers without * were called inactive; u = inconclusive; x = not tested or not shown; [ ] = dose if it differs, or a comment. Unless noted, calls follow the shape of the dose curve; as a rule, active = well fitted curve in the direction sought with a large enough effect; inconclusive = small, poorly fitted or top-dose-only effect, or another doubt; inactive = no such curve, though single readings can be large; an effect the other way counts as inactive or inconclusive. These rows are one share of the data; rates above refer to the full screens.

Start of the data: the first 7 compounds (preview)
SMILES	Giardia killer	PTAP TSG101 blk	a7 integrin act	S-ASM inh
COc1cc(/C=C/C(=O)Nc2ccc(S(=O)(=O)Nc3onc(C)c3C)cc2)cc(OC)c1OC	2	4%	6%	0%
NC(=S)NN=C1c2ccccc2-c2cc(Br)ccc21	-19	1%	-9%	-15%
Cc1cccc(C)c1OC(=O)c1ccccc1	11	-3%	29%	-4%
CCC1Oc2ccccc2N(CC(=O)NCCCN2CCOCC2)C1=O (centres undefined)	-3	-3%	13%	4%
O=C(Cc1cccs1)Nc1ccc(-c2nnc(-c3ccccc3)o2)cc1	7	-7%	4%	4%
O=C(NCc1ccc(OC(F)(F)F)cc1)c1ccc2c(c1)S(=O)(=O)c1ccccc1C2=O	-14	-1%	-2%	-14%
O=C(Cn1cc([N+](=O)[O-])cn1)NCc1ccccc1Cl	-5	-2%	2%	0%

The list itself, previewed entries included:
SMILES	Giardia killer	PTAP TSG101 blk	a7 integrin act	S-ASM inh
COc1cc(/C=C/C(=O)Nc2ccc(S(=O)(=O)Nc3onc(C)c3C)cc2)cc(OC)c1OC	2	4%	6%	0%
NC(=S)NN=C1c2ccccc2-c2cc(Br)ccc21	-19	1%	-9%	-15%
Cc1cccc(C)c1OC(=O)c1ccccc1	11	-3%	29%	-4%
CCC1Oc2ccccc2N(CC(=O)NCCCN2CCOCC2)C1=O (centres undefined)	-3	-3%	13%	4%
O=C(Cc1cccs1)Nc1ccc(-c2nnc(-c3ccccc3)o2)cc1	7	-7%	4%	4%
O=C(NCc1ccc(OC(F)(F)F)cc1)c1ccc2c(c1)S(=O)(=O)c1ccccc1C2=O	-14	-1%	-2%	-14%
O=C(Cn1cc([N+](=O)[O-])cn1)NCc1ccccc1Cl	-5	-2%	2%	0%
COC(=O)C1=C(COc2ccccc2)NC(=O)NC1c1ccc2ccccc2c1 (centres undefined)	u	3%	-2%	4%
O=C(OCCC12CC3CC(CC(C3)C1)C2)c1ccc(NCc2cc(O)ccc2O)cc1	-9	2%	-57%[inhibitor]	-23%
O=C(Nc1cccc(C(=O)N2CCCC2)c1)C1CCC1	2	-3%	13%	3%
O=C(O)C(=Cc1cccc([N+](=O)[O-])c1)c1ccc(Cl)cc1	1	1%	26%	-2%
CCCCNCCS(=O)(=O)NCc1ccc(OC)cc1	3	-1%	-5%	4%
Cc1cc2c(cc1C)C(=O)C(Br)=C(N)C2=O	-15	-13%	-41%	-4%
CC(C)(C)S(=O)N1Cc2cc(CO)cc(-c3ccccc3)c2[C@H]1CCO (some centres undefined)	27	-8%	0%	4%
Cn1c(=O)c2c(nc(C(O)c3ccccc3)n2C)n(C)c1=O (centres undefined)	-14	0%	26%	1%
Cc1cccc(OCC(=O)OCC(=O)N2CCN(C(=O)c3ccco3)CC2)c1C	5	-2%	12%	1%
Nc1ccc2c(c1)C(=O)c1cc(N)c(Cl)cc1-2	17	-6%	-1%	0%
OC(CNCCN1CCNCC1)Cc1ccccc1 (centres undefined)	-14	-11%	-16%	3%
CCC(=O)c1ccc(OC(=O)c2ccc(Br)o2)cc1	-18	1%	-7%	1%
CC(CCc1ccccc1)NC(=O)CCC1CCCC1 (centres undefined)	3	0%	-5%	3%

6 records drawn at random from those above:
SMILES	Giardia killer	PTAP TSG101 blk	a7 integrin act	S-ASM inh
Cc1cc2c(cc1C)C(=O)C(Br)=C(N)C2=O	-15	-13%	-41%	-4%
O=C(O)C(=Cc1cccc([N+](=O)[O-])c1)c1ccc(Cl)cc1	1	1%	26%	-2%
Cc1cccc(C)c1OC(=O)c1ccccc1	11	-3%	29%	-4%
O=C(NCc1ccc(OC(F)(F)F)cc1)c1ccc2c(c1)S(=O)(=O)c1ccccc1C2=O	-14	-1%	-2%	-14%
O=C(Nc1cccc(C(=O)N2CCCC2)c1)C1CCC1	2	-3%	13%	3%
O=C(Cc1cccs1)Nc1ccc(-c2nnc(-c3ccccc3)o2)cc1	7	-7%	4%	4%

Continued.
SMILES	Giardia killer	PTAP TSG101 blk	a7 integrin act	S-ASM inh
CCCCOC(=O)NC1CCc2cc(OC)c(OC)c(OC)c2-c2ccc(SC)c(=O)cc21 (centres undefined)	-12	-2%	-7%	-11%
Cc1nn(-c2ncccn2)c2c1C(=O)CC(C)(C)C2Br (centres undefined)	-27	-1%	-4%	9%
CCOC(=O)N1CCN(C(=O)C2CCCN(c3ncnc4c3sc3cccc(F)c34)C2)CC1 (centres undefined)	-20	-1%	-24%	1%
O=C(/C=C/c1ccc(Cl)c([N+](=O)[O-])c1)NCc1cccnc1	12	-1%	0%	0%
CCC(C)n1c(SCC(=O)N(CC)c2c(N)n(Cc3ccccc3)c(=O)[nH]c2=O)nc2ccccc2c1=O (centres undefined)	-6	-9%	-11%	-2%
CCOC(=O)C1Nc2c(cc(C(F)(F)F)cc2[N+](=O)[O-])C2c3ccccc3CC12 (centres undefined)	u	-5%	13%	-20%
CCOC(=O)c1cccc(NC(=O)c2ccc(F)cc2F)c1	14	-1%	-22%	-1%
O=C(Cn1ccc2ccccc2c1=O)NCCC(=O)N1CCN(C(=O)c2ccco2)CC1	-11	-7%	25%	6%
O=C(N/N=C/c1cccnc1)c1ccc(Cl)c(Cl)c1	-27	-1%	5%	0%
COc1ccc(S(=O)(=O)N/N=C(/C)c2ccc(C)o2)cc1	-6	5%	22%	3%
COc1ccccc1CNS(=O)(=O)CCNC1CCCCC1	-16	-5%	27%	7%
O=C(Nc1ccccc1Cl)O/N=C/c1ccc(F)cc1	5	0%	u	-2%
CC(C)CNC(=O)COC(=O)c1c2c(nc3ccccc13)/C(=C\c1cccs1)CC2	-10	-5%	-31%[inhibitor]	442%[activator]
O=C(NN=Cc1ccccc1O)C1CC1	6	-3%	-22%	x
Cc1cc(O)cc(=O)n1Cc1ccccc1	-1	2%	-10%	-1%
COc1ccc(C2=NOC(C3(S(=O)(=O)c4ccccc4)CC(O)C3)C2)cc1 (centres undefined)	-13	-2%	18%	-6%
CCOC(=O)C1(C(=O)OCC)C(C(=O)c2ccccc2)C1c1ccccc1 (centres undefined)	-14	-7%	-18%	5%
CCCCCCCCNS(=O)(=O)CCNCc1ccco1	-28	0%	-19%	2%
CCCCCn1c(SCC(=O)c2ccccc2)nc2cc(C(=O)NCC3CCCO3)ccc2c1=O (centres undefined)	-5	1%	-7%	-2%
COC1OC2COC(c3ccccc3)OC2C(O)C1NC(C)=O (centres undefined)	5	1%	13%	0%
NC(=O)c1ncn([C@@H]2O[C@H](CNCc3c(OCc4ccccc4F)ccc4ccccc34)[C@@H](O)[C@H]2O)n1	7	-4%	-3%	17%
CCOc1cc(/C=C(\CC(=O)O)c2nc3ccccc3s2)ccc1OCC(=O)Nc1cccc(C(F)(F)F)c1	-12	-3%	14%	22%
CC(C)CCN1CCC(CN2C(=S)NC[C@@H]2Cc2ccccc2)CC1	-8	-1%	1%	0%
O=C(Cc1ccc(NC(=O)C2CCN(C(=O)C3CCCCC3)CC2)cc1)Nc1cccc(C(=O)N2CCCCC2)c1	-19	-12%	13%	1%
O=C(O)c1ccc(C(=O)c2cc([N+](=O)[O-])cc([N+](=O)[O-])c2)cc1	12	-4%	-13%	1%
CCOC(=O)C1=NNC(=O)C1	-7	1%	-15%	-1%
NC(=O)C1=C[C@@H](c2ccccc2)C[C@@H](OCCCCO)O1	1	-2%	-13%	22%
COc1ccc(C2CC(=O)c3c(O)cc(O)cc3O2)c(CC=C(C)C)c1OC (centres undefined)	2	-1%	-9%	-11%
COc1cccc(-n2cnc3sc(-c4ccccc4)cc3c2=O)c1	-8	0%	38%	-2%
Cc1c(C(=O)Nc2ccccc2)c2ccc(C(F)(F)F)cc2n1O	10	-1%	-9%	-1%
CC1(C)SC(C)(C)N(C=O)C1C(=O)O (centres undefined)	-11	-1%	-4%	-2%
COc1ccc(OC)c(/C=C(\C)C(=O)c2c(C)cc(C)[nH]c2=O)c1	-17	1%	-22%	-1%
COc1ccc(C2Nc3ccccc3C(=O)N2Cc2ccccc2)cc1OC (centres undefined)	12	4%	-23%	172%[activator]
COc1cccc(NC(=O)CN(C)CC(=O)Nc2ccc(C)c(S(=O)(=O)N3CCOCC3)c2)c1	-2	-6%	-10%	0%
Cc1ccc(C(=O)NCC(C)NC(=O)c2ccc(C)c(C)c2)cc1C (centres undefined)	7	-1%	9%	0%
Cc1ccc(S(=O)(=O)NC2CC3CCC2C3)cc1 (centres undefined)	19	4%	-3%	3%
COc1ccccc1NC(=O)CSc1n[nH]c(-c2ccco2)n1	2	1%	-17%	4%
N=C1C(=O)NC(=O)C1c1ccccc1 (centres undefined)	-1	-3%	12%	0%
CCCCCCn1c(CN2CCCCC2)nc2c1c(=O)n(C)c(=O)n2C	9	-3%	-27%	0%
COc1ccc(S(N)(=O)=O)cc1C(=O)NNC(=O)c1cccc(S(=O)(=O)N2CCOCC2)c1	4	-2%	0%	3%
CC1=CC(=O)[C@@H](O)[C@@H](c2ccccc2Br)N1C	5	3%	-23%	3%
CCN1/C(=C/C=C2/SC(=Nc3cccc4ncccc34)N(C)C2=O)Sc2ccccc21	20	u	5%	-5%
Cc1ccc(-c2nnc(-c3cccc4ccccc34)o2)cc1	-5	1%	14%	-2%
CN(C)C(=O)c1ccc(NC(=O)COC(=O)CCN=C2NS(=O)(=O)c3ccccc32)cc1	4	1%	20%	5%
COc1ccc2c(c1)CCc1cnoc1-2	-2	0%	20%	2%
CNC(C)C#Cc1ccc2c(=O)c3cc(C)c(C)cc3oc2c1 (centres undefined)	5	-12%	-29%	16%
O=[N+]([O-])c1cccc(COc2cccc(CN3CCOCC3)c2)c1	-4	1%	-7%	1%
CCOC(=O)c1c(-c2ccccc2)oc2cc(CN(C)C)c(O)c(CN(C)C)c12	9	-6%	-45%	-2%
CCOC(=O)c1ccc(N(CC2CO2)S(=O)(=O)c2ccc(C)cc2)cc1 (centres undefined)	12	-7%	2%	-1%
COc1ccccc1N1C(=O)C(=O)N(C)C1=O	-22	0%	22%	9%
CN(CCOc1ccc(Cl)cc1)C(=O)c1cccc(S(=O)(=O)N2CCN(c3ccc(F)cc3)CC2)c1	5	-4%	-33%[inhibitor]	-9%
NC(=O)c1ncn([C@@H]2O[C@H](CNCc3cnc(N4CCOCC4)nc3)[C@@H](O)[C@H]2O)n1	19	-6%	-16%	7%
C=C1C(=O)OC2CC1C(O)CC(C)=CCCC(C)=CC(O)CC2C (centres undefined)	4	-2%	-54%[inhibitor]	0%
COC(=O)[C@H](Cc1c[nH]c2ccccc12)NCc1cccc(B(O)O)c1	-2	-3%	7%	2%
Cc1ccc(C(=O)/C=C/Nc2ccccn2)cc1	u	-1%	8%	101%[activator]
C#CCN1C=CC(=O)[C@@H](OC(=O)Nc2ccc(OC)cc2)[C@H]1c1ccccc1Br	4	-6%	28%	-6%
NC(=S)NN=C1CCCCCCCC1	u	-2%	11%	-2%
CCOC(=O)c1oc2cc(O)cc(C)c2c1C	12	-4%	-13%	78%[activator]
